OPRK1 antag MB: antagonists of human kappa opioid receptor OPRK1, Maybridge library; OPRK1 cells, antagonist mode, fluorescence readout; 16,000 compounds, 0.4% hits; inhibition, % at 9 µM; Kappa-type opioid receptor (Homo sapiens), P41145; in the data active means inhibition above about 50%
Target sequence (P41145 whole entry, looked up): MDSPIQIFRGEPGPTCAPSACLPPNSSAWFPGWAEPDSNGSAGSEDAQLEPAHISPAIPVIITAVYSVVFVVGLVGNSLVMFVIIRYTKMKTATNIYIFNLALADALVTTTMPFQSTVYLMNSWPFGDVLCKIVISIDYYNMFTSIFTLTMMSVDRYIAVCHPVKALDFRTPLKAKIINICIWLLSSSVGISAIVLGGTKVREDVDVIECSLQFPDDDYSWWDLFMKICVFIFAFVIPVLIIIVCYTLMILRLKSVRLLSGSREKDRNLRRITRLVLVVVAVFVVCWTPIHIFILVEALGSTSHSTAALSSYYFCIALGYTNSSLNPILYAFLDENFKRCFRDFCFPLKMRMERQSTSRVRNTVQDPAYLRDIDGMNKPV
PME-1 Maybridge: inhibitors of human PME-1 in Maybridge library | inhibition, % at 9 µM | AID 2291, 2010 | Protein phosphatase methylesterase 1 (Homo sapiens), Q9Y570 | recombinant PME-1, FP-Rh probe fluorescence polarization | 16,000 compounds, 0.5% hits; in the data active means inhibition above about 30%
Target sequence (Q9Y570 whole entry, looked up): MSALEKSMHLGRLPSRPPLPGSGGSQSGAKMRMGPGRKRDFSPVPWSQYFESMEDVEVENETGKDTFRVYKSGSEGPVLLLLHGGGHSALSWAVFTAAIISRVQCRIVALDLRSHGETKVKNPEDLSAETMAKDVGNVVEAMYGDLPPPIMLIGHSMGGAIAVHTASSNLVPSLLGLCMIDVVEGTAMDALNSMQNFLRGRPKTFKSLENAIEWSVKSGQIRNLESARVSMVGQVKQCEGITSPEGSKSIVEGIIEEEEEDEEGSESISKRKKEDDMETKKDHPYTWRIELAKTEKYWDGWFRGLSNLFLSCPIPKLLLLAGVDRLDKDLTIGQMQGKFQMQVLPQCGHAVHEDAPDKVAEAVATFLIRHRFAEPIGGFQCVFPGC
NOTCH agonist: agonists of NOTCH signaling. NOTCH signaling luciferase reporter cells, luminescence. activation, % at 2.5 µM. 15,000 compounds, 0.4% hits; in the data active means activation above about 2.2%
S1P1 ag: activates the human S1P1 receptor | activation, % at 4.5 µM | Sphingosine 1-phosphate receptor 1 (Homo sapiens), P21453 | 16,000 compounds, 1.5% hits | S1P1 agonist cell-based reporter assay; in the data active means activation above about 80%
Luminol counter: counter-screen for Nox1 inhibitors: inhibitors of luminol chemiluminescence | 16,000 compounds, 0.4% hits | HRP/luminol/H2O2 chemiluminescence counterscreen | inhibition, % at 6.7 µM; further: reference of the scale not given here
rat GALR2 agon: agonists of rat galanin receptor 2 (GALR2) | Galanin receptor type 2 (Rattus norvegicus), O08726 | activation, % at 10 µM | 16,000 compounds, 0.5% hits | cell-based GALR2 agonist screen | AID 833, 2007; in the data active means activation above about 15%
Nox1 inh: inhibitors of human NADPH oxidase 1 (Nox1); Q9Y5S8; inhibition, % at 6.7 µM; 16,000 compounds, 0.81% hits; HT29 cells, luminol chemiluminescence ROS
TLR4 MyD88 blk: inhibitors of human TLR4-MyD88 binding. 16,000 compounds, 0.06% hits. Cell-based TLR4-MyD88 binding inhibition assay. inhibition, % at 10 µM; in the data active means inhibition above about 45%
An asterisk follows results filed as active; . = not tested or not shown. Unless noted, no stated cut-off is given here; in the data, active means inhibition above about 75%; inactive means the rest. No enrichment for hits (roughly 4.7% active in at least one column).

SMILES	OPRK1 antag MB	PME-1 Maybridge	NOTCH agonist	S1P1 ag	Luminol counter	rat GALR2 agon	Nox1 inh	TLR4 MyD88 blk
O=C(O)CC(CC(=O)N1CCN(C(=O)c2ccco2)CC1)c1ccccc1 (stereo unspecified)	24	7	0.2	12	-7	-5	22	-1
O=C(CC(=O)C(F)(F)F)c1cccnc1	-19	-1	-0.1	-3	-1	-2	-64	9
CCCN=C(C)c1c(O)cc(C)oc1=O	4	-6	-0.8	-5	4	-7	0	8
COc1ccc(S(=O)(=O)Nc2cccc(-c3ncon3)c2)cc1OC	8	1	-0.5	3	-7	-4	-13	2
O=C(Nc1ccc(Cl)cc1)c1ccc(-c2cccs2)s1	5	-20	0.1	-14	-2	-3	7	1
O=C(O)/C=C/C(=O)Nc1ccc(N2CCCCCC2)c(NC(=O)/C=C/C(=O)O)c1	9	-6	2.4*	-11	5	-9	18	2
CN(C)/C=C1\C(=O)c2ccccc2N(C)S1(=O)=O	-1	-2	0.3	1	11	-6	12	0
O=S(=O)(c1ccc(F)cc1F)n1nccc1-c1csc(-c2ccccc2)n1	8	-5	-1.2	10	-5	-4	25	6
CC(C)(CC(=O)O)CC(=O)N1CCN(Cc2c(F)cccc2Cl)CC1	-1	3	-0.3	0	-3	-7	2	4
CC(=O)Oc1ccc(C2(c3ccc(OC(C)=O)cc3)OC(=O)c3ccccc32)cc1	3	0	-0.1	6	-8	-3	-6	11
COc1cccc(NC(=S)N=S(C)(=O)c2ccccc2)c1 (stereo unspecified)	2	-1	-0.5	-1	0	-4	-39	3
O=C1CC(Nc2ccccc2)C=C1Nc1ccccc1 (stereo unspecified)	-2	1	0.9	-9	-4	-2	1	-7
N#Cc1cnc(Sc2nnc(-c3cccs3)n2-c2ccc(Cl)cc2)nc1N	-7	8	-0.3	2	-8	-7	-28	-9
COc1ccc2cc(/C(C)=N/OC(=O)C(C)(C)C)ccc2c1	11	0	-0.4	-25	1	-3	-55	-11
N#CCS(=O)(=O)c1ccccn1	10	2	0.3	-7	0	-6	6	3
Nc1ccc2nonc2c1N	7	0	-5.7	-6	1	-5	-12	-2
CN(C)/C=N/c1c(C#N)nnn1-c1cc(Cl)cc(Cl)c1	-7	1	0.2	4	2	-2	-35	-1
CC1(C)O[C@H]2O[C@H](C(CC#N)OS(C)(=O)=O)[C@H](OCc3ccccc3)[C@H]2O1 (stereo partly specified)	-1	3	0.3	-7	-4	-3	14	9
CSC(=NC#N)/N=c1/nc(SC)n(C)n1C	25	4	-0.5	-5	-5	-6	3	0
FC(F)(F)c1ccc(-c2nnc(-c3ccc4nccnc4c3)o2)cc1	18	0	-1.0	-14	2	-7	-40	-4
Fc1ccc(Nc2nnc(-c3ccccc3Cl)s2)cc1	-2	-2	-0.4	-2	-6	-5	44	1
N#Cc1ccc(-c2ccc(Cl)cc2[N+](=O)[O-])o1	15	2	-0.6	0	0	-6	-19	7
Cc1noc(-c2ccc(C(F)(F)F)cc2)c1C(=O)NNC(=O)Nc1ccc(Cl)cc1	6	-1	-0.5	0	17	-10	12	.
CC(=O)C(C)(C)OC(=O)NCc1cccs1	6	-2	-0.8	-8	3	-3	-45	2
Cc1cc(=O)n2[nH]c(-c3sc4ccc(Cl)cc4c3C)cc2n1	16	-10	0.2	4	-2	-7	26	-6
CC(=O)Nc1nccc(-c2cc(-c3cccc(C(F)(F)F)c3)no2)n1	19	2	-0.3	12	-4	-2	6	14
CC(=O)Oc1cccc(OC(C)=O)c1[N+](=O)[O-]	11	-3	-0.2	8	2	-6	-45	2
COc1ccc(NC(=O)c2cc(F)c(N(C)C)c(F)c2)cc1	8	2	0.0	-7	-3	-3	9	0
Cc1nc(-c2ccc(S(=O)(=O)N3CCN(C4c5ccccc5-c5ccccc54)CC3)s2)cs1	-5	-3	-0.5	11	-4	-6	-9	-5
Clc1ccccc1CSc1nnc(-c2cccs2)o1	-4	6	-5.7	77	-8	-8	16	5
COc1ccccc1C1CCN(Cc2c(C)[nH]c3ccccc23)CC1	14	5	-0.6	-2	-3	-6	-51	8
CC(C)c1ccc(NC(=O)CSc2nnnn2-c2ccc(N(C)C)cc2)cc1	4	4	-0.4	-8	0	-5	-47	-4
O=C1CCCC2/C(=N/O)CCCC12 (stereo unspecified)	4	-5	-0.2	-16	0	-1	-57	6
CC(NCc1ccc(Sc2ccc(Br)cc2)c([N+](=O)[O-])c1)C(=O)O (stereo unspecified)	3	4	0.5	4	-3	-5	10	-8
O=C(Nc1ccc(Cl)c(Cl)c1)n1ccc(C(F)(F)F)n1	-2	-77	-0.8	12	1	-6	-51	5
CS/C(=N/S(=O)(=O)c1ccccc1)NNC(=O)c1ccc(Cl)cc1	4	0	0.3	15	-5	-6	23	-4
O=C(Cc1ccc([N+](=O)[O-])cc1)Nc1nccs1	-20	4	3.0*	2	-2	-6	0	0
CC(C)(C)NC(=S)N/N=C/c1ccccc1O	7	0	-0.1	-37	15	-8	-27	3
Cc1nn(C(=O)c2ccccc2)c(C)c1Oc1ccc(Cl)cc1	-8	1	3.9*	14	-1	-5	-41	12
CCc1nc2ccccc2nc1N1CCN(C(=O)Nc2ccccc2)CC1	10	-3	-0.2	-41	1	-1	-54	-10
O=C(/C=C/c1cccs1)NC(=S)Nc1ccc(S(=O)(=O)Nc2cc(F)ccc2F)cc1	16	-23	0.2	0	-2	-8	10	-10
CCOC(=O)c1c(C)nn(-c2ccc(NC(=O)NS(=O)(=O)c3ccc(C)cc3)cc2)c1C	5	-2	-0.6	-7	-2	5	-82	8
N#Cc1cnc(Sc2nnc(-c3ccncc3)n2-c2ccccc2)nc1N	1	-2	0.1	-1	-1	-6	-24	10
Cn1ccc(NC(=O)NC(=O)c2c(F)cccc2F)n1	0	2	0.2	-4	2	-1	-20	4
CNC(=O)Sc1ccccc1Cl	7	-1	.	24	4	-8	-20	2
Cc1nc(-c2noc(C)n2)no1	-4	-5	0.0	71	2	-9	-56	13
N#Cc1cn(C2CCN(Cc3ccccc3)CC2)c(=O)[nH]c1=O	3	0	-0.6	-10	0	-5	-77	-5
OC(CN1CCN(Cc2c(F)cccc2Cl)CC1)Cn1ccc2ccccc21 (stereo unspecified)	2	6	2.7*	9	-7	-7	16	-7
C=CCN(CC(=O)OC)S(=O)(=O)c1ccc(C)cc1	9	1	-0.2	-3	1	-6	-26	2
O=C(Nc1ccc2c(c1)COCO2)c1cc2ccccc2oc1=O	5	1	-5.5	-5	-8	-6	-1	-9
The listing continues.
SMILES	OPRK1 antag MB	PME-1 Maybridge	NOTCH agonist	S1P1 ag	Luminol counter	rat GALR2 agon	Nox1 inh	TLR4 MyD88 blk
Nc1nc(SCc2nc(-c3ccc(Cl)cc3)no2)n[nH]1	17	-3	0.5	-9	4	-5	-14	2
CN(CCOC(=O)c1ccc([N+](=O)[O-])cc1)c1ncc(C(F)(F)F)cc1Cl	-10	-4	-0.5	-9	4	-6	-25	-8
O=C(O)CCc1ccccc1OC(=O)c1ccccc1	9	0	-0.3	4	0	-3	4	0
C(=N\N=C\c1cccs1)/c1cccs1	-13	4	0.4	14	-3	-8	3	.
Cc1oc(=O)c(NC(=O)c2ccccc2)cc1C(=O)c1ccccc1	19	7	-0.5	34	5	-4	-8	-1
O=C(Nc1cccnc1N1CCOCC1)c1ccco1	1	0	0.7	4	0	-5	-10	4
COC(=O)c1scc2c(OC)cc(C(F)(F)F)nc12	1	2	0.0	-3	0	-4	-12	7
COC(=O)C(Cc1cc(Br)c(O)c(Br)c1)NC(=O)C(F)(F)F (stereo unspecified)	1	1	-0.1	2	-2	-5	13	-2
COc1ccc(C[C@H](NC(C)=O)C(=O)O)c(Cl)c1OC	12	12	-0.2	-13	2	-2	-11	2
O=C(NCc1ccc(Cl)cc1Cl)c1cccnc1OCC(F)(F)F	-29	1	0.4	-36	-2	-9	2	-5
CCOC(=O)N/N=C/c1ccc(N(C)C)cc1Cl	-17	-1	1.0	-9	-1	-8	-5	5
CN(C)n1cccc1/C=N/NC(=O)c1cccc(C(F)(F)F)c1	-10	2	.	-4	-3	-4	-32	1
NS(=O)(=O)c1ccc(NNC(=O)C2CCN(C(=O)OCc3ccccc3)CC2)cc1	6	7	-0.1	-3	9	-1	30	-5
Nc1nc(-c2nccs2)cc(C(F)(F)F)n1	16	5	-0.1	-22	-6	-4	8	-3
COC(=O)C(Cc1ccccc1)NC(=O)C(N)CC(=O)O (stereo unspecified)	-21	0	-0.9	-6	-5	-11	14	1
O=C1C(SCc2ccccc2)=C(SCc2ccccc2)C(=O)c2ccccc21	10	7	-0.6	5	-6	-7	21	-11
Cc1nc(C(F)(F)F)ccc1C(=O)NNC(=O)c1cc(C)n(C(C)(C)C)n1	1	2	0.2	1	-2	-5	1	-7
Cc1c(CNS(=O)(=O)c2cc(C(F)(F)F)cc(C(F)(F)F)c2)sc2ccccc12	-16	-4	-0.3	-44	1	-9	-83	5
CCOc1ccccc1NC(=O)Nc1ccc(CC#N)cc1	4	-4	0.1	0	-4	-3	-14	-3
OC1(C(F)(F)F)CC(c2ccc3c(c2)OCCO3)=NN1 (stereo unspecified)	-14	0	-0.8	-1	-7	-8	15	-10

A different layout for 13 compounds above:
smiles,OPRK1 antag MB,PME-1 Maybridge,NOTCH agonist,S1P1 ag,Luminol counter,rat GALR2 agon,Nox1 inh,TLR4 MyD88 blk
COC(=O)C(Cc1cc(Br)c(O)c(Br)c1)NC(=O)C(F)(F)F (stereo unspecified),1,1,-0.1,2,-2,-5,13,-2
COc1ccc(C[C@H](NC(C)=O)C(=O)O)c(Cl)c1OC,12,12,-0.2,-13,2,-2,-11,2
O=C(NCc1ccc(Cl)cc1Cl)c1cccnc1OCC(F)(F)F,-29,1,0.4,-36,-2,-9,2,-5
CCOC(=O)N/N=C/c1ccc(N(C)C)cc1Cl,-17,-1,1.0,-9,-1,-8,-5,5
CN(C)n1cccc1/C=N/NC(=O)c1cccc(C(F)(F)F)c1,-10,2,.,-4,-3,-4,-32,1
NS(=O)(=O)c1ccc(NNC(=O)C2CCN(C(=O)OCc3ccccc3)CC2)cc1,6,7,-0.1,-3,9,-1,30,-5
Nc1nc(-c2nccs2)cc(C(F)(F)F)n1,16,5,-0.1,-22,-6,-4,8,-3
COC(=O)C(Cc1ccccc1)NC(=O)C(N)CC(=O)O (stereo unspecified),-21,0,-0.9,-6,-5,-11,14,1
O=C1C(SCc2ccccc2)=C(SCc2ccccc2)C(=O)c2ccccc21,10,7,-0.6,5,-6,-7,21,-11
Cc1nc(C(F)(F)F)ccc1C(=O)NNC(=O)c1cc(C)n(C(C)(C)C)n1,1,2,0.2,1,-2,-5,1,-7
Cc1c(CNS(=O)(=O)c2cc(C(F)(F)F)cc(C(F)(F)F)c2)sc2ccccc12,-16,-4,-0.3,-44,1,-9,-83,5
CCOc1ccccc1NC(=O)Nc1ccc(CC#N)cc1,4,-4,0.1,0,-4,-3,-14,-3
OC1(C(F)(F)F)CC(c2ccc3c(c2)OCCO3)=NN1 (stereo unspecified),-14,0,-0.8,-1,-7,-8,15,-10

(continued)
SMILES	OPRK1 antag MB	PME-1 Maybridge	NOTCH agonist	S1P1 ag	Luminol counter	rat GALR2 agon	Nox1 inh	TLR4 MyD88 blk
O=c1cc(CSc2n[nH]c(=O)n2C2CC2)c2ccc(O)cc2o1	18	10	-0.4	9	-7	-3	3	4
CCCS(=O)(=O)/C(C#N)=C/Nc1ccc2c(c1)OCCO2	0	2	0.0	-4	-3	-2	-6	7
O=C(NCc1ccc(Cl)cc1Cl)c1ccc2nnsc2c1	-16	-3	-0.8	16	-2	-11	22	7
Cc1ccc(CSC2=NCN(C(C)(C)C)CN2)cc1	-4	1	0.5	-7	1	-7	-36	-3
CCOC(=O)N/N=C(\C)c1ccccc1-c1ccccc1/C(C)=N/NC(=O)OCC	2	1	0.1	3	-3	-8	17	-9
COc1ccc(C(=O)NC(=O)Nc2cccc(C(F)(F)F)c2)cc1OC1CCCC1	16	0	-0.3	-8	-4	-7	-14	-4
Cc1c(Cl)cccc1N=Cc1ccc(N(C)C)cc1	-16	-1	0.3	-2	2	-7	-65	4
COc1cc(OC)nc(S(C)(=O)=O)n1	10	7	-0.1	-10	-5	-2	-4	-16
CCCN(CCC)S(=O)(=O)c1ccc(C(=O)N2CCC3c4ccccc4C(=O)N3C2)cc1 (stereo unspecified)	-7	5	-0.8	5	-2	-6	-82	0
COc1c(C)cc([N+](=O)[O-])cc1[N+](=O)[O-]	12	-4	-0.3	-11	3	-6	-18	2
Cc1ccc(NC(=S)N2CCCN(C(=O)OC(C)(C)C)CC2)c(C)c1	-22	3	.	-4	-6	-6	4	-3
CC1(C)CC(=O)c2c(C#N)sc(C#N)c2C1	-2	4	-0.3	-2	-6	-5	-11	-1
CC(C)(C)SC(=S)SCC(=O)c1cc2ccccc2o1	15	3	0.2	15	0	-7	-8	0

Bioassay records: PubChem BioAssay, The Scripps Research Institute Molecular Screening Center
